High-throughput results deposited in PubChem by Vanderbilt University.
GIRK2 activator = GIRK2 channel activators by thallium flux. P48051. HEK293 GIRK2/NPY4 cells, thallium flux fluorescence. activation (% efficacy), % for hits at 37.5 µM. 34,000 tested, under 10 active;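 active = primary screen hit, no activity in plain HEK293 cells, and in GIRK2-only cells above 5% efficacy rising with concentration; inactive = the rest, including fluorescent compounds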;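 also: efficacy is normalized control-subtracted fluorescence 15 s after thallium addition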
Target sequence (P48051 whole entry, looked up): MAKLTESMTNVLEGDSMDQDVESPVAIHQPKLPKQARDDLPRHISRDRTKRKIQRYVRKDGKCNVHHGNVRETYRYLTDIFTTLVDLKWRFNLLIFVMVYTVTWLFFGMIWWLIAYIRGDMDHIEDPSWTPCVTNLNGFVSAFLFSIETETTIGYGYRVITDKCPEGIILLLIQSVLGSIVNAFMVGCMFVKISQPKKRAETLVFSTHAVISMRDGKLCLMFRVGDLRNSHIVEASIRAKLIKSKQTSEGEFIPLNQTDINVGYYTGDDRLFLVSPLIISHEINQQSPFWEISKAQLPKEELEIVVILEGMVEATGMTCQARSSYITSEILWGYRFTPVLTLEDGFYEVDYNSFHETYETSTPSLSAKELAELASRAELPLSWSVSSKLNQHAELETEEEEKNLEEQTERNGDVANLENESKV
Calls only; i = inactive. Only part of the results is shown; the hit share may differ from the screen's.

SMILES	GIRK2 activator
O=C(CCc1ccccc1)Nc1ccc2c(c1)CN(S(=O)(=O)c1ccccc1)CC2	i
O=C(NCCc1ccc(Cl)cc1)C(=O)Nc1ccc2c(c1)OCO2	i
COc1cc(C)c(C)cc1S(=O)(=O)Nc1ccc(CC(=O)NCc2cccs2)cc1	i
Cc1ccc(Cl)cc1S(=O)(=O)NCC1CCN(C(C)C)CC1	i
N#Cc1ccc(Cl)cc1NC(=O)C(=O)NCC1CCN(C(=O)c2cccnc2)CC1	i
Cc1ccnc(OCC(=O)N(C)C)n1	i
O=C(NCCc1csc(-c2cccc(F)c2)n1)C(=O)NCc1cccs1	i
COc1cccc(C(CNS(=O)(=O)c2ccccc2[N+](=O)[O-])N2CCOCC2)c1 (configuration not stated)	i
COc1ccc(OC)c(NC(=O)Cn2cc(OC)c(=O)cc2CSc2ncccn2)c1	i
C1CCC(Nc2nc(N3CCOCC3)nc(N3CCOCC3)n2)C1	i
Cc1nc(C)c(C(=O)NC2CNC(=O)C2)s1 (configuration not stated)	i
CCOc1ccccc1-n1nnnc1SCC(=O)Nc1ccc(Cl)cc1Cl	i
CSc1ccccc1NC(=O)C(=O)NCC1CCN(C(=O)COc2ccccc2)CC1	i
COC(=O)c1ccc(NC(=O)CN2CCC(c3nnc(C(C)C)o3)CC2)cc1	i
CS(=O)(=O)N1CCCc2cc(NC(=O)c3ccc(Br)o3)ccc21	i

Reprinted at random: 7 compounds from above
SMILES	GIRK2 activator
COc1ccc(OC)c(NC(=O)Cn2cc(OC)c(=O)cc2CSc2ncccn2)c1	i
CSc1ccccc1NC(=O)C(=O)NCC1CCN(C(=O)COc2ccccc2)CC1	i
COC(=O)c1ccc(NC(=O)CN2CCC(c3nnc(C(C)C)o3)CC2)cc1	i
O=C(NCCc1ccc(Cl)cc1)C(=O)Nc1ccc2c(c1)OCO2	i
Cc1ccnc(OCC(=O)N(C)C)n1	i
C1CCC(Nc2nc(N3CCOCC3)nc(N3CCOCC3)n2)C1	i
CCOc1ccccc1-n1nnnc1SCC(=O)Nc1ccc(Cl)cc1Cl	i

Next part.
SMILES	GIRK2 activator
O=C(Cc1ccc(F)cc1)N1CCOC(c2ccc(C(F)(F)F)cc2)C1 (configuration not stated)	i
O=S(=O)(NCCOc1ccc(-c2ccc(F)cc2)nn1)c1ccccc1Cl	i
Cc1nc2ccccc2n1CC(O)COc1ccccc1Cl (configuration not stated)	i
CCOC(=O)c1ccc(NC(=O)Cc2cc(-c3cc4ccccc4o3)on2)cc1	i
Cc1cc(C)c(NC(=O)C(=O)NCCN2CCOC(c3ccccc3)C2)c(C)c1 (configuration not stated)	i
COc1ccc(-c2ccc(N3CCN(C(=O)c4ccccc4Cl)CC3)nn2)cc1	i
COc1cccc(C(C)NC(=O)c2snc(C(=O)NC(C)C)c2N)c1 (configuration not stated)	i
CS(=O)(=O)N1CCCC1C(=O)Nc1nnc(-c2ccco2)o1 (configuration not stated)	i
C=CCn1c(SCC(=O)Nc2cccc(OC)c2)nc2scc(-c3ccc(F)cc3)c2c1=O	i
COc1ccc(S(=O)(=O)Nc2ccc(C(=O)Nc3sc4c(c3C(N)=O)CCCCC4)cc2)cc1	i
O=C(NCc1ccc(F)cc1)c1nc(-c2cnccn2)no1	i
O=C(Nc1c2c(nn1-c1ccccc1)CS(=O)(=O)C2)C(=O)NC1CCCCC1	i
COc1ccc(CCC(=O)NCC2(O)CCc3ccccc32)cc1 (configuration not stated)	i
O=C1CN(C(=O)C2CN(C(=O)c3c[nH]c4ccccc34)C2)CCN1	i
Cc1c(C(=O)N2CC(C)OC(C)C2)c(C(F)(F)F)nn1C(C)C (configuration not stated)	i

Shown bar-delimited: entries from further up
molecule | GIRK2 activator
COc1ccc(-c2ccc(N3CCN(C(=O)c4ccccc4Cl)CC3)nn2)cc1 | i
COc1cccc(C(C)NC(=O)c2snc(C(=O)NC(C)C)c2N)c1 (configuration not stated) | i

Continuation.
SMILES	GIRK2 activator
NC(=O)C1CCN(S(=O)(=O)c2ccc(I)cc2)CC1	i
COc1ccc(C2(C(=O)NCC3(O)CCOCC3)CCOCC2)cc1	i
CCc1nc2c(sc3cccc(F)c32)c(=O)n1CC(=O)Nc1ccc(C)cc1Cl	i
COc1ccc(Cl)c2sc(NC(=O)C3CCCN(S(C)(=O)=O)C3)nc12 (configuration not stated)	i
CCc1nnsc1C(=O)Nc1nc2ccc(C)cc2s1	i
O=C(Nc1ccc(F)cc1)N1CCN(c2ccc3nncn3n2)CC1	i
COCCCNC(=O)c1nc(-c2cnccn2)no1	i
O=C(CC1=NS(=O)(=O)c2ccccc2N1)Nc1ccc(F)cc1F	i
CC(C)S(=O)(=O)c1ccc(C(=O)Nc2ccccc2Oc2ccccc2)cc1	i
COc1ccc(CNC(=O)Nc2ccc(N3CCCS3(=O)=O)cc2)cc1OC	i
O=c1c2sccc2n(Cc2nc(-c3cccc(Br)c3)no2)c(=O)n1-c1ccccc1	i
O=C(COc1ccc(Cl)cc1)N1CCOC(c2ccc(C(F)(F)F)cc2)C1 (configuration not stated)	i
CCOCCn1c(-c2ccccc2)cn2c3c(=O)n(C)c(=O)n(C)c3nc12	i
CCCOc1cn(-c2ccc(F)cc2)nc1C(=O)N1CCN(c2ccccc2OC)CC1	i
O=C(Nc1nnc(Cc2ccc(Cl)s2)o1)C1CCCCC1	i

3 entries from above, in CSV form.
molecule,GIRK2 activator
COc1ccc(CNC(=O)Nc2ccc(N3CCCS3(=O)=O)cc2)cc1OC,i
O=c1c2sccc2n(Cc2nc(-c3cccc(Br)c3)no2)c(=O)n1-c1ccccc1,i
O=C(COc1ccc(Cl)cc1)N1CCOC(c2ccc(C(F)(F)F)cc2)C1 (configuration not stated),i

The listing continues:
SMILES	GIRK2 activator
C=CCC1C=C(C)CC(CC=C)N1 (configuration not stated)	i
COc1ccc(OC)c(NC(=O)c2nnn(-c3ccccc3)c2N)c1	i
O=S(=O)(c1cccs1)N1CCN(Cc2nc(-c3ccccc3)cs2)CC1	i
Cc1nccn1CC1CCN(C(=O)Nc2cccc(Cl)c2)CC1	i
COc1ccc(SCC(=O)Nc2ccccc2-c2nc3ccccc3s2)cc1	i
O=C(Nc1ccc2c(c1)CCC(=O)N2Cc1ccccc1)c1ccc2c(c1)OCO2	i
Cc1ccc(Nc2ccc(NC(=O)c3ccccc3C(F)(F)F)cc2)nn1	i
O=C(CSc1nnc(-c2ccncc2)o1)Nc1ccc2c(c1)OCCO2	i
Cc1ccc(CSc2nc(CC(=O)Nc3nc(-c4cccnc4)cs3)cs2)cc1	i
CN(C)S(=O)(=O)c1ccc(C(=O)NCCCn2nc(-c3ccco3)ccc2=O)cc1	i
Cc1ccc(-c2c(C)nn3c(N4CCN(CC#N)CC4)cc(C)nc23)cc1	i
Cc1ccc(C)c(Cn2c(=O)c3c(nc4n(CC(C)C)c(C)cn34)n(C)c2=O)c1	i
O=C(NCCc1ccccc1)C(=O)Nc1c2c(nn1-c1ccccc1)CS(=O)(=O)C2	i
CCS(=O)(=O)N1CCc2ccc(NS(=O)(=O)C(C)C)cc2C1	i
CC(Oc1ccccc1)C(=O)N1CCN(c2ncnc3c2nnn3C)CC1 (configuration not stated)	i
CCN1CCN(C(=O)c2snc(-c3ccc(C)cc3)c2N)CC1	i
CCC(C)NC(=O)CCCn1nc(-c2cccs2)ccc1=O (configuration not stated)	i
O=C(CCc1csc(NC(=O)c2ccc[nH]c2=O)n1)NCCCc1ccccc1	i
O=C(Nc1ccc2c(c1)N(C(=O)c1cccs1)CC2)c1nc2ccccc2s1	i
CCCN(CCC)C(=O)CN1C(=O)N(c2ccc(CC)cc2)C2CS(=O)(=O)CC21 (configuration not stated)	i
CN(C)C(CNC(=O)COc1ccc(Cl)cc1)c1cccs1 (configuration not stated)	i
COC(=O)Cn1c(=NC(=O)c2ccnn2C)sc2cc(SC)ccc21	i
O=C(Cc1cc(-c2ccc3c(c2)OCCO3)on1)N1CCOCC1	i
COCC(C)NC(=O)c1cc2c(=O)n(C)c(=O)n(C)c2s1 (configuration not stated)	i
CCOc1ccc(C(=O)NCCS(=O)(=O)N2CCN(CC)CC2)cc1	i
O=C(CCc1csc(NC(=O)c2ccc(Cl)cc2)n1)NCc1cccs1	i
Cc1cc(C)c2sc(N(CC3CCCO3)C(=O)c3cc(C)no3)nc2c1 (configuration not stated)	i
COc1ccc(NC(=O)CN2CCN(c3ncnc4c3nnn4C)CC2)cc1	i
C=CCCC(=O)NCCc1ccsc1	i
Cc1ccc(OCC(O)CN(C)C)cc1 (configuration not stated)	i

Another view of part of the listing above:
COc1ccc(CCC(=O)NCC2(O)CCc3ccccc32)cc1 (configuration not stated)
  GIRK2 activator = i

O=C1CN(C(=O)C2CN(C(=O)c3c[nH]c4ccccc34)C2)CCN1
  GIRK2 activator = i

Cc1c(C(=O)N2CC(C)OC(C)C2)c(C(F)(F)F)nn1C(C)C (configuration not stated)
  GIRK2 activator = i

Going on with the list.
SMILES	GIRK2 activator
O=C(CN(Cc1ccc(Cl)cc1)S(=O)(=O)c1cccnc1)NC1CCCC1	i
O=C(CCS(=O)(=O)c1ccccc1)NCC1(O)CCOCC1	i
N#C/C(=C\N1CCN(c2ccccc2)CC1)C(=O)NCc1ccco1	i
CSc1ccc(CNC(=O)c2snc(C(=O)N3CCCC3)c2N)cc1	i
COc1ccc(C(=O)Nc2cc(C)nn2C(C)C)cc1OC	i
O=C(CS(=O)(=O)Cc1ccccc1)N1CCN(c2nc3c(Cl)cccc3s2)CC1	i
Cc1cc(-c2nnc(NC(=O)C3CCCN(S(=O)(=O)c4cccs4)C3)o2)n(C)n1 (configuration not stated)	i
O=C(NCC(O)Cc1ccccc1)c1cccc(Br)c1 (configuration not stated)	i
CSCCC(C)(O)CNC(=O)Cc1ccc(-c2ccccc2)cc1 (configuration not stated)	i
COc1ccc(Cl)c2sc(N3CCN(C(=O)c4cc(C)no4)CC3)nc12	i
CCCCNC(=O)C(=O)Nc1c2c(nn1-c1ccc(C)cc1)CS(=O)(=O)C2	i
Cc1cc(S(=O)(=O)N2CCC(Cn3ccnc3C)CC2)c(Cl)cc1Cl	i
COc1ccc(CCNS(=O)(=O)c2ccc3oc(=O)ccc3c2)cc1OC	i
CC(C)Sc1ccc(CC(=O)N2CCC(c3nnc(C(C)C)o3)CC2)cc1	i
Cc1c(C(=O)NC2CCCC2)c(C(F)(F)F)nn1C1CCCN(C(C)C)C1 (configuration not stated)	i
O=C(Nc1c2c(nn1-c1cccc(Cl)c1)CSC2)C(=O)NC1CCCC1	i
Cc1cc(OCC(=O)NCCn2nc(-n3cccn3)ccc2=O)ccc1Cl	i
Cc1nn(C2CCS(=O)(=O)C2)c2nc(-c3cccs3)cc(C(=O)NCCCn3ccnc3)c12 (configuration not stated)	i
CCOC(=O)CCC(=O)NCCn1nc(C(F)(F)F)n(C)c1=O	i
O=C(Cn1cccc(-c2nc(-c3ccc(Cl)cc3)no2)c1=O)N1CCCc2ccccc21	i
COc1ccc(-c2cc(=O)[nH]c(SCC(=O)Nc3oncc3-c3ccc(C)cc3)n2)cc1	i
CCC(=O)Nc1ccc(S(=O)(=O)NCC2CCN(Cc3ccco3)CC2)c(C)c1	i
CCc1ccc(OC)c(S(=O)(=O)Nc2ncccc2C)c1	i
COc1ccc(S(=O)(=O)CCCC(=O)Nc2nc(-c3cccnc3)cs2)cc1	i
CCOc1cn(-c2ccc(F)cc2)nc1C(=O)Nc1nnc(C)s1	i
COc1ccc(CNC(=O)Cc2csc(SCC(=O)c3ccccc3)n2)cc1	i
CC(Oc1ccc(Cl)cc1Cl)C(=O)NCCn1nc(-c2cccnc2)ccc1=O (configuration not stated)	i
CCOc1cn(-c2ccc(F)cc2)nc1C(=O)NCCN(C)C	i
O=C(CCS(=O)(=O)c1ccccc1)Nc1cc(-c2ccccc2)nn1CCO	i
CCOc1ccccc1NC(=O)CSc1nc2c(-c3ccccc3)c[nH]c2c(=O)n1C	i
CCOc1ccccc1NC(=O)N1CCN(c2cc(OC)nc(OC)n2)CC1	i
COc1ccc(S(=O)(=O)Nc2cccc(-c3ccc(=O)n(C)n3)c2)cc1F	i
COc1ccc(CC(=O)N2c3ccccc3CC2C(N)=O)cc1 (configuration not stated)	i
CCOc1ccc(CC(=O)NCC(C)(O)c2ccc3c(c2)OCO3)cc1 (configuration not stated)	i
Cc1ccc(NC(=O)Cn2c(=O)n(C3CC3)c(=O)c3nscc32)c(Cl)c1	i
COc1cc(C)ccc1S(=O)(=O)N1CCN(c2ccc(C)cc2C)CC1	i
Cc1cc(C)cc(OCCNC(=O)Cc2ccc(Br)cc2)c1	i
COc1ccc(C2(CNC(=O)COc3ccccc3F)CCCC2)cc1	i
CC(C)(C)OC(=O)N1CCCC(O)(C(=O)O)C1 (configuration not stated)	i
COc1ccc(CCNC(=O)c2ccc(=O)[nH]n2)cc1	i
CC(=O)Nc1cccc(NC(=O)C2CCN(c3ccc(-c4ccc(F)cc4)nn3)CC2)c1	i
CCN(c1ccccc1)S(=O)(=O)c1ccc(C(=O)Nc2cc(C)nn2C(C)C)cc1	i
O=C(Cc1cccs1)N(Cc1ccsc1)C1CC1	i
NS(=O)(=O)c1ccc(CCNc2nnnc3c2cnn3-c2ccccc2)cc1	i
CN(c1ccccc1)S(=O)(=O)c1ccc(C(=O)Nc2ccc3ncsc3c2)cc1	i
O=C(NCC1(c2ccccc2)CCOCC1)c1ccc2c(c1)OCO2	i
O=C(CN1CC(c2nc(-c3ccsc3)no2)C1)Nc1ccc(F)c(Cl)c1	i
Cc1nccn1CCNC(=O)C(=O)NCCC1=CCCCC1	i
CC(C)COC(=O)Nc1nc(CC(=O)Nc2cccc(Cl)c2)cs1	i
C1=C(CCNCC2CC2)CCCC1	i
O=C(NCc1ccc(F)cc1)C(=O)NCC(c1cccc2ccccc12)N1CCCC1 (configuration not stated)	i
COc1ccc(C(=O)Cn2nc(-c3cccc(Br)c3)ccc2=O)cc1	i
CCNc1nn(CC(=O)NCc2cccc(OC)c2)c(N)c1-c1nc(-c2ccccc2C)no1	i
COc1ccc(CCS(=O)(=O)NCC(O)(c2cccs2)C2CC2)cc1 (configuration not stated)	i
COc1ccc(OC)c(NC(=O)Cn2cc(OC)c(=O)cc2CSc2nnc(C)s2)c1	i
O=C(Cc1csc(SCC(=O)c2ccc3c(c2)OCO3)n1)NCC1CCCCC1	i
Cc1ccc(OCCCC(=O)Nc2ccc3c(c2)OCO3)c(C)c1	i
